CF NFkB inh: inhibitors of cystic fibrosis induced NF-kB; 0.86% of 360,000 active; inhibition, % at 5 µM; KKLEB NF-kB-GFP reporter, PAF-induced, GFP fluorescence overnight;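 active = at least 50% inhibition at 5 µM, scaled per plate between neutral and stimulator controls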;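 also: PAF is a Pseudomonas aeruginosa culture filtrate used as stimulus; plate controls were PAF-stimulated DMSO wells for no effect and unstimulated DMSO wells for full effect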
NR2E3 ag-1: agonists of human NR2E3 nuclear receptor; Q9Y5X4; CHO-S Gal4-NCOR/VP16-NR2E3 two-hybrid, luciferase; 0.35% of 360,000 active; AID 602229; inhibition of corepressor binding, % at 3.98 µM;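 active = inhibition above the mean of all tested compounds plus 3 SD, cut at about 70% in these data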;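 also: 0% = DMSO with NR2E3 transfected cells and 100% = cells lacking NR2E3 construct; higher means lower luciferase signal from less NR2E3 corepressor binding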
Target sequence (Q9Y5X4 whole entry, looked up, the tested form may be a part): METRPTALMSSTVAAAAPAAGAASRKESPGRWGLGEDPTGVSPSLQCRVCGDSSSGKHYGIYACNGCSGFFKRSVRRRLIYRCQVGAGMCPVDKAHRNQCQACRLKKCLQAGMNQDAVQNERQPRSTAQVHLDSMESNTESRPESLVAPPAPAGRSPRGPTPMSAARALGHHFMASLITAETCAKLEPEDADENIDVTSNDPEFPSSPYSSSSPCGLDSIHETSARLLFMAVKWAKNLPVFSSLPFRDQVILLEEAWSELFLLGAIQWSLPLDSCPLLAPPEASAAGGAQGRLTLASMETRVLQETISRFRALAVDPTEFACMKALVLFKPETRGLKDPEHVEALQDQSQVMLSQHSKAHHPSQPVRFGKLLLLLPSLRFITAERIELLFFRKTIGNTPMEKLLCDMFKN
Shn3 inh set2: reduces Shn3 3'UTR luciferase signal in osteoblasts. Clone20 osteoblast Shn3 3'UTR firefly luciferase, 24 h. inhibition, % at 12.5 µM. 0.52% of 360,000 active. AID 588674;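 active = mean inhibition of at least 75% with every replicate also reaching 75%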;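 also: 0% = median of neutral control wells and 100% = pilot-screen positive control compound; some compounds past the cut are filed as inactive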
NR2E3 ag-2: NR2E3 (human) agonism. Q9Y5X4. GST-NR2E3/biotin-RetCOR TR-FRET, 1536-well. inhibition of corepressor binding, % at 4.78 µM. 0.12% of 320,000 active. AID 2300;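 active = percent inhibition above the cutoff of mean plus 3 SD of all tested compounds, set per screening campaign, cut at about 20% in these data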;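 also: 0% = DMSO wells and 100% = biotin wells as full block of FRET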
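system = GST-tagged NR2E3 plus biotinylated RetCOR corepressor | input = 1.35 nM GST-NR2E3 | also added = 7 nM biotin-RetCOR | schedule = 5 h incubation at 4 °C | measured by = TR-FRET with europium anti-GST and streptavidin-D2, 340 nm excitation | read-out = percent loss of FRET ratio relative to control wells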
HIF-2a block: HIF-2a inhibition. 786-0 RCC cells HIF-2a reporter, luciferase luminescence, overnight. inhibition, % at 18.8 µM. 0.72% of 360,000 active. AID 624352;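 active = inhibition of the luminescence signal of 40% or more relative to plate controls, in a single-dose primary screen at 18.75 µM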
TRAIL sens C8: sensitizes caspase-8 expressing cells to TRAIL | NB7+C8 cells + TRAIL, ATPlite viability luminescence | inhibition (viability loss, TRAIL sensitization), % at 10 µM | 1% of 360,000 active | AID 624354;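 active = compounds causing at least 50% loss of cell viability in the single-dose screen, relative to plate controls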
hiPSC survival: increases survival of single human iPS cells | hiPSC single-cell survival, ATPlite luminescence; 100% = ROCK inhibitor wells, 0% = DMSO | 0.044% of 360,000 active | survival enhancement, % at 20 µM; in the data active = survival enhancement above about 18%;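 also: cells exposed to compounds for 16 hours before the ATP read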
TRPM1 prom inh: MITF TRPM1 promoter inhibition in SK-MEL-5 cells. SK-MEL-5 TRPM1 promoter luciferase, 24 h. inhibition, % at 12.5 µM. 0.83% of 330,000 active. AID 488899;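 active = mean inhibition across replicates of 60% or more, whatever share of single replicates reaches that level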; also: values of inactives mirror those of a sister screen read the other way
KKLEB cytotox: reduces viability of KKLEB cystic fibrosis airway cells | KKLEB CF airway cells viability, ATPlite luminescence, overnight; active compounds read low; cells stimulated with P. aeruginosa culture filtrate | activity change (cytotoxicity), % at 5 µM | 0.36% of 360,000 active | AID 602141;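 active = corrected activity change at or below -50% at 5 µM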
Peg3 prom inh: Peg3 promoter activity inhibition; inhibition, % at 20 µM; HeLa PEG-Prom luciferase reporter, luminescence, overnight; 1.7% of 360,000 active;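 active = inhibition of at least 50% at 20 µM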
EBV LMP1 NFkB: Epstein-Barr LMP1 NF-kappaB reporter inhibition. inhibition, % at 12.5 µM. LMP1-induced NF-kappaB luciferase reporter cells, luminescence. 0.69% of 350,000 active. AID 504558; in the data active = inhibition above about 41%;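 also: 0% = neutral control wells and 100% = reference inhibitor control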
Active calls of the source: *; . = not tested or not shown. A portion of the library; the hit share may differ from the screen's.

SMILES	CF NFkB inh	NR2E3 ag-1	Shn3 inh set2	NR2E3 ag-2	HIF-2a block	TRAIL sens C8	hiPSC survival	TRPM1 prom inh	KKLEB cytotox	Peg3 prom inh	EBV LMP1 NFkB
O=C(NCc1ccccn1)c1n[nH]c2ccccc12	5	-27	-3	2	-118	0	-1.8	-27	-3	-63	-9
COc1ccc(C(=O)Cn2nnc(-c3ccccc3NC(=O)C3CCCCC3)n2)cc1	14	-15	-8	-3	-57	15	1.0	0	-2	-5	5
C[C@@H]1CN([C@H](C)CO)S(=O)(=O)c2ccc(Br)cc2O[C@H]1CN(C)C(=O)C1CCCCC1	8	7	12	.	7	-12	1.1	.	-12	17	1
Cc1ccc(C)c(N(CC(=O)NC2CCCC2)C(=O)c2oc(C(C)(C)C)cc2C)c1	-5	2	25	-3	18	14	-0.5	14	-12	37	15
CCOC(=O)C1(Cc2ccccc2)C(=O)N(CCCN(C)C)c2ccccc21 (centres undefined)	-8	0	16	5	20	-5	-0.3	.	17	-1	.
Cc1cn(Cc2ccccc2Cn2cc(C)c(=O)[nH]c2=O)c(=O)[nH]c1=O	23	7	13	3	8	-1	-0.3	-11	-2	1	-7
COc1cc(NC(=O)CSc2nnc(NC(C)C)s2)cc(OC)c1OC	-2	20	17	0	16	-8	-0.6	-2	-4	13	4
COc1ccc(-c2cc(C(F)(F)F)nc(-n3cncn3)n2)cc1	-20	-12	11	6	-1	21	1.2	4	6	-12	10
Cc1ccc2c(c1)nnn2C1CCN(CC(=O)Nc2ccc(F)cc2)CC1	-11	-1	22	-2	10	4	1.5	-2	-1	25	-22
Cc1noc(C)c1COC(=O)Cc1ccc(Br)cc1	10	-14	-1	-3	-5	-7	0.9	0	8	-9	-8
CC(=O)Nc1cc(C(=O)NCCN2CCN(Cc3ccccc3)CC2)ccc1Sc1ccc(C)cc1	-18	-16	-6	2	7	-6	-0.7	1	8	15	-15
O=C(/C=C/c1ccc([N+](=O)[O-])cc1)NCCN1C(=O)S/C(=C\c2ccc(F)cc2)C1=O	19	-59	-2	0	8	2	-0.7	11	-20	13	-15
COc1ccc(NC(=O)Cn2c(C)cc(=O)c3cccc(OC)c32)cc1	11	-12	28	-2	7	0	-0.6	1	1	17	-5
O=C1CC(N2CCN(c3nc4ccccc4s3)CC2)C(=O)N1c1cccc(F)c1 (centres undefined)	12	10	10	-5	-5	1	-1.7	-8	-10	0	5
O=S(=O)(NCc1ccccn1)c1cc(C(F)(F)F)ccc1Cl	1	-9	1	0	11	-5	-1.8	0	2	1	11

2 compounds from above, limited to KKLEB cytotox, HIF-2a block and CF NFkB inh.
Structure	KKLEB cytotox	HIF-2a block	CF NFkB inh
COc1ccc(NC(=O)Cn2c(C)cc(=O)c3cccc(OC)c32)cc1	1	7	11
COc1ccc(C(=O)Cn2nnc(-c3ccccc3NC(=O)C3CCCCC3)n2)cc1	-2	-57	14

(continued)
SMILES	CF NFkB inh	NR2E3 ag-1	Shn3 inh set2	NR2E3 ag-2	HIF-2a block	TRAIL sens C8	hiPSC survival	TRPM1 prom inh	KKLEB cytotox	Peg3 prom inh	EBV LMP1 NFkB
CC(/C=C1\NC(=S)NC1=O)=C\c1ccccc1	-2	0	-8	0	-23	1	-0.6	-9	2	-7	1
CCCC1C2C(=O)N(c3ccccc3OCC)C(=O)C2ON1c1ccccc1 (centres undefined)	10	-20	-5	-3	17	-2	5.0	3	9	6	-10
O=CN1CCN(c2ncnc3c2nnn3Cc2c(F)cccc2Cl)CC1	-5	-2	-12	4	9	3	-0.6	0	6	2	1
Cc1ccc(C)c(NC(=O)CN(C)C(=O)CCN2C(=O)c3ccccc3C2=O)c1	-4	0	-15	0	22	0	1.2	-4	1	12	6
CCC(C)NCC(O)COCc1ccc(Cl)cc1 (centres undefined)	10	10	4	0	7	-13	2.1	-3	-1	5	-15
Cc1nn(C)cc1/C=C(/C#N)C(N)=O	-21	-27	0	3	12	-4	-0.2	0	8	-3	5
O=C(c1ccc([N+](=O)[O-])cc1[N+](=O)[O-])N1CCc2ccccc21	-10	-9	9	3	0	1	2.4	43	6	-9	5
CC1CCN(C(=O)Cn2cc(C(=O)c3ccco3)c3ccccc32)CC1	-12	-16	0	1	3	-10	-0.9	8	2	13	-7
NS(=O)(=O)c1ccc(NCC2COc3ccccc3O2)c([N+](=O)[O-])c1 (centres undefined)	2	-20	4	-3	-116	-6	0.5	-9	-2	-96	-13
COC(=O)c1cc(S(=O)(=O)NCCCN2CCCC2=O)cn1C	7	-24	-6	-2	5	-5	-0.4	-18	7	2	-1
CCC1CCC(C(=O)NC(CCSC)C(=O)NCCc2ccc(S(N)(=O)=O)cc2)CC1 (centres undefined)	3	18	-46	-1	4	-17	-0.5	-6	-5	-5	-7
COC(=O)c1cn(NC(=O)c2cccnc2)c(=O)c2ccccc12	-9	-11	5	-3	17	-2	2.1	2	6	3	-1
O=C1CNC(=S)N1CCc1ccccc1Cl	2	8	.	-4	8	-5	0.8	5	-2	-2	-13
Cc1ccc(-c2csc(NC(=O)c3ccc4c(=O)n5c(nc4c3)CCCCC5)n2)cc1	2	-4	18	1	-18	44	-0.9	32	-4	30	28
CCc1ccc(N2CC(C(=O)NCCC3=CCCCC3)CC2=O)cc1 (centres undefined)	0	-27	-25	-2	-10	6	-0.2	9	-8	2	-4

Single records (already shown). Values in the order: CF NFkB inh | NR2E3 ag-1 | Shn3 inh set2 | NR2E3 ag-2 | HIF-2a block | TRAIL sens C8 | hiPSC survival | TRPM1 prom inh | KKLEB cytotox | Peg3 prom inh | EBV LMP1 NFkB
O=C1CNC(=S)N1CCc1ccccc1Cl across the screens: 2 | 8 | . | -4 | 8 | -5 | 0.8 | 5 | -2 | -2 | -13
NS(=O)(=O)c1ccc(NCC2COc3ccccc3O2)c([N+](=O)[O-])c1 (centres undefined) across the screens: 2 | -20 | 4 | -3 | -116 | -6 | 0.5 | -9 | -2 | -96 | -13

Continuation.
SMILES	CF NFkB inh	NR2E3 ag-1	Shn3 inh set2	NR2E3 ag-2	HIF-2a block	TRAIL sens C8	hiPSC survival	TRPM1 prom inh	KKLEB cytotox	Peg3 prom inh	EBV LMP1 NFkB
O=C(CN1CCC(NC(=O)c2cccc(F)c2)CC1)Nc1ccc(Br)cc1	4	3	50	.	12	-5	0.8	8	-12	31	-8
COc1ccc(/C=C2\CCC(C3CCCC3)C2=O)cc1Cn1nc(C)cc1C (centres undefined)	7	10	11	-5	-17	4	0.7	2	-6	-4	-1
COc1cc2c(cc1OC)CN(C(=O)c1ccc3[nH]c(C)c(C)c3c1)CC2	28	-19	-3	-1	-5	0	1.5	0	-4	-7	9
Cc1oc2c(c(C)cc3oc(=O)c(CC(=O)NCCCN4CCCC4=O)c(C)c32)c1C	-55	-11	9	5	-3	-7	-0.6	3	3	-14	-6
Cc1ccc(C2(c3noc(CN4CCC(C(=O)N5CCOCC5)CC4)n3)CCCC2)cc1	-3	-2	.	1	15	8	-0.6	10	1	-3	-3
COc1ccc(OC)c(S(=O)(=O)NCC(=O)NC2CCCc3ccccc32)c1 (centres undefined)	15	-14	-4	.	10	-8	-0.4	7	-9	8	-11
COc1ccc(CNC(=O)c2ccc3oc(C(C)C)nc3c2)cc1	-5	-25	-47	.	-223	-8	-0.6	-67	6	-241	-3
CCOC(=O)CN1C(=O)CC(c2ccc([N+](=O)[O-])cc2)C1=O (centres undefined)	-11	2	8	3	17	19	-0.4	9	-2	8	-14
COc1cccc(NC(=S)Nc2ccc(Br)cc2Cl)c1	-1	-17	.	-2	-157	4	0.7	-3	3	-51	-5
O=S1(=O)CC(N2CC=CC2)CN1Cc1ccc(F)cc1 (centres undefined)	-20	11	-7	.	5	-9	3.5	.	-2	4	.
Cc1ccc(NC(=O)CC2C(=O)NCCN2C(=O)c2ccc(F)cc2)cc1 (centres undefined)	-15	-15	-2	3	17	4	0.2	-1	18	-2	-2
CCCn1c(=O)c2c(nc3n2CC(C)CN3Cc2ccccc2)n(C)c1=O (centres undefined)	-4	-6	17	-1	9	-12	0.5	13	8	26	1
COc1ccc(C(O)(CCC(C)C)C(CN2CCOCC2)c2ccc(Cl)cc2)cc1 (centres undefined)	14	-3	20	-3	4	12	-0.2	15	-10	38	-7
CCn1c(CCl)nc2cc(S(=O)(=O)N3CCOCC3)ccc21	8	3	-2	.	13	-6	-3.8	.	1	71*	.
Cc1ccc(C(=O)CCC(=O)OCC(=O)N2CCN(S(=O)(=O)c3ccc(C)cc3C)CC2)cc1	17	-8	-11	.	13	-15	0.8	-5	-9	-1	-2
COCCNc1nc(N)c([N+](=O)[O-])c(N2CCCCCC2)n1	32	8	18	.	14	-25	0.2	-2	-33	13	2
CC(C)Oc1ccc(S(=O)(=O)N2CCCCC2)cc1NC(=O)CC1OC(=O)c2ccccc21 (centres undefined)	-5	-51	-7	2	-6	-4	1.7	-11	-8	0	-2
N#C/C(=C\c1c[nH]c2ccccc12)c1nnc2n1CCCCC2	-12	-41	-16	-2	-100	-6	-2.0	-13	3	-50	3
O=S(=O)(c1ccccc1)c1nc(-c2ccccc2)oc1N1CCOCC1	2	3	-35	0	22	14	0.1	-1	-1	26	-8
S=C1NC2CCCCC2N1 (centres undefined)	3	-38	8	3	10	-9	0.1	12	-11	2	-8
O=C1c2ccccc2NC(c2ccc(O)c(O)c2)N1c1ccccc1Cl (centres undefined)	-8	-40	-31	0	-133	21	0.3	-24	-1	-73	-9
COc1ccc(CC(=O)NCC2CCCN(Cc3ccc(SC)cc3)C2)cc1 (centres undefined)	-8	-5	22	4	15	7	-0.4	3	20	3	0
COc1ccc(OCC(=O)Nc2ccc3c(c2)OCO3)cc1	4	11	-58	2	-117	0	0.1	-8	-5	-134	-2
Cc1cccc(N(CC(=O)NC(C)(C)C)C(=O)CS(=O)CC(=O)Nc2ccc(F)cc2)c1 (centres undefined)	-15	-8	6	-2	13	19	-0.1	8	9	5	0
O=c1nc(-c2ccccc2)cc(C(F)(F)F)[nH]1	-11	-5	3	7	13	-15	-1.5	-4	15	8	-3
CN1CCN(C(=O)/C=C/c2ccc([N+](=O)[O-])o2)CC1	-6	40	-51	.	-20	-13	-0.8	49	-1	-32	-19
O=C(O)c1ccc(S(=O)(=O)NCc2cccnc2)cc1	6	-24	-14	-2	20	7	0.6	-10	7	8	3
O=C(COc1ccc(Cl)cc1)NCCc1ccccn1	-5	-10	0	-2	11	-17	-0.5	-15	8	-14	-2
Cc1nn(C)cc1C(=O)Nc1c(C)nn(Cc2ccccc2Cl)c1C	5	21	-12	-1	9	-2	-1.8	-4	7	5	6
Cc1c(C(=O)NCCN(C)C)n(C)c(=O)c2ccccc12	-27	6	-4	.	12	-4	0.3	.	-3	4	.
O=C(CN1C(=O)NC2(CCc3ccccc32)C1=O)NCc1ccccc1Cl (centres undefined)	18	0	3	-1	1	17	1.1	14	3	-3	2
CC(=O)Nc1ccc(S(=O)(=O)Nc2ccc3nc(C)sc3c2)cc1	-19	43	71	.	6	12	-3.0	7	1	10	4
COCCCNC(=O)CCc1ccccc1	4	-14	-9	2	3	1	-1.6	-3	-7	4	-14
COc1cccc(C(NC(=O)c2ccccc2F)NC(=O)c2ccccc2F)c1	-8	-12	16	0	26	-9	0.1	-1	8	7	7
